Compound activity: PubChem, several laboratories
V1aR counter – agonists of human V1a receptor, primary screen, counter-screen for OXTR agonist project, fluorescence, CHO-V1R cells; Vasopressin V1a receptor (Homo sapiens), P37288; Fluo-8 calcium fluorescence, agonist mode; 0% DMSO, 100% 3 nM vasopressin; activation, % at 3 µM; hit rate 0.25% among 320,000; AID 2797, 2010;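 active = activation above the mean activation of all tested compounds plus 3 SD, per screening run, cut at about 20% in these data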;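 note: signal is peak over basal fluorescence ratio across a 100 second FLIPR read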
MEKK3 PB1 HTS – modulators of MEKK3-MEK5 PB1 binding, primary screen, biochemical, wildtype MEKK3, multiplex bead flow cytometry, Alexa488-MEK5; Mitogen-activated protein kinase kinase kinase 3 (Homo sapiens), Q99759; bead-based flow cytometry, Alexa488-MEK5 binding to MEKK3; actives lie on both sides; 0 = blocked by unlabeled MEK5, 100 = vehicle; binding response (% of control), % at 10 µM; hit rate 1.4% among 290,000; AID 1529, 2009;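 active = binding response more than 3 SD above or below the average of its plate-row segment, actives on both sides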;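 note: Alexa488 bead fluorescence after subtracting the streptavidin-only scavenger bead signal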
OXTR ag – human OXTR agonists, primary screen, fluorescence, CHO-OTR cells, Fluo-8 calcium. AID 2435, 2010. Fluo-8 calcium fluorescence; normalized: DMSO 0%, oxytocin 100%. Oxytocin receptor (Homo sapiens), P30559. hit rate 0.32% among 320,000. activation, % at 3 µM;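 active = activation above the mean of all tested compounds plus 3 SD, cutoff set per screening run, cut at about 20% in these data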;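 note: peak over basal fluorescence ratio from a 100 s FLIPR kinetic read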
Target sequence (P30559 whole entry, looked up): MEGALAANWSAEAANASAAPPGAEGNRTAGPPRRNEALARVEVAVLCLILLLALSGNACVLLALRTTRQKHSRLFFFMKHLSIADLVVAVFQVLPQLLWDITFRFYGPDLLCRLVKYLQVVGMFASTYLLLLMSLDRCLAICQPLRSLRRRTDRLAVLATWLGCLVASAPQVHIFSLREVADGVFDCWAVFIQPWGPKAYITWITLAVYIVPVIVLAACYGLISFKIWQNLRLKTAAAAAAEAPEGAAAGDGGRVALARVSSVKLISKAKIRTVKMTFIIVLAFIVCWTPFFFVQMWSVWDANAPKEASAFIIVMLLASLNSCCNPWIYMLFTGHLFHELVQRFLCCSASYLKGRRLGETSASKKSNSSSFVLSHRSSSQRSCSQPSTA
MEKK2 mut-MEK5 – MEK5 binding signal on mutant MEKK2 PB1, primary screen, biochemical, multiplex bead flow cytometry, Alexa488-MEK5; Alexa488-MEK5 binding to MEKK2 mutant; percent response, % at 10 µM; hit rate 0.35% among 290,000; AID 1530, 2009; in the data active = percent response above about 24%, passing the limit was not always enough; note: inactives centre near 1; some results filed as inactive read as strong as hits; reference of the scale not given here
PHOSPHO1 inh – PubChem AID 1565. Phosphoethanolamine/phosphocholine phosphatase (Homo sapiens), Q8TCT1. recombinant PHOSPHO1, absorbance phosphatase assay. inhibition, % at 13.3 µM. hit rate 1.1% among 290,000; in the data active = inhibition above about 60%
GalR3 antag – GalR3 antagonists in HEK293 cells, primary screen, cell-based, fluorescence readout. HEK293 GalR3-CNG cAMP membrane potential fluorescence; galR3 body fused to GalR1 C-terminus. Galanin receptor type 3 (Homo sapiens), O60755. hit rate 0.44% among 360,000. inhibition, % at 3 µM;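 active = inhibition above the screen-wide average plus 3 SD, cut at about 13% in these data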;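 note: forskolin and galanin both at EC90 stimulate the cells; cAMP rise reported by CNG channel membrane potential dye signal; 0% = forskolin plus galanin with DMSO and 100% = forskolin alone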
Target sequence (O60755 1-299 limits assumed): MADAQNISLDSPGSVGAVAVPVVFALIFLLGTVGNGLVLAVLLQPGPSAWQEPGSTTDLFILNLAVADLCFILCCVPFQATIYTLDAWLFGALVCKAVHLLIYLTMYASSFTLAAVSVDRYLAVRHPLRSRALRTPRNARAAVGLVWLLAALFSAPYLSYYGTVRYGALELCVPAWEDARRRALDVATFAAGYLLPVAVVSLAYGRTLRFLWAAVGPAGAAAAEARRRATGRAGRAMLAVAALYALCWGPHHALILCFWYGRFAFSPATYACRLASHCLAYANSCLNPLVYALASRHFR
NALP1 yeast inh – NALP1 inflammasome inhibitors in reconstituted yeast, colorimetric, S. cerevisiae, triplicate retest; AID 2071, 2009; hit rate 0.61% among 280,000; S. cerevisiae NALP1/ASC/caspase-1 growth, X-gal OD620, 72 h; inhibition, % at 10 µM; in the data active = inhibition mostly above about 24%, no sharp cut-off; inactive = mostly below about 32%; note: some compounds called inactive have numbers as strong as hits
MEKK2wt PB1 HTS – modulators of MEK5 binding to wildtype MEKK2, primary screen, biochemical, multiplex bead flow cytometry, Alexa488-MEK5. Alexa488-MEK5 binding to MEKK2 WT; actives lie on both sides. binding response (% of control), % at 10 µM. hit rate 1.1% among 290,000. AID 1531, 2009; in the data active = binding response below about 67% or above about 130%
GPR7 antagonist – GPR7 receptor antagonists, primary screen, cell-based, fluorescence, single concentration; Neuropeptides B/W receptor type 1 (Homo sapiens), P48145; GPR7-expressing cells, fluorescence antagonist assay; inhibition, % at 4.4 µM; hit rate 1.1% among 290,000; in the data active = inhibition above about 16%, passing the limit was not always enough;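 note: cells stimulated with the agonist NPW; 0% = agonist with vehicle and 100% = vehicle without agonist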
Target sequence (P48145 whole entry, looked up): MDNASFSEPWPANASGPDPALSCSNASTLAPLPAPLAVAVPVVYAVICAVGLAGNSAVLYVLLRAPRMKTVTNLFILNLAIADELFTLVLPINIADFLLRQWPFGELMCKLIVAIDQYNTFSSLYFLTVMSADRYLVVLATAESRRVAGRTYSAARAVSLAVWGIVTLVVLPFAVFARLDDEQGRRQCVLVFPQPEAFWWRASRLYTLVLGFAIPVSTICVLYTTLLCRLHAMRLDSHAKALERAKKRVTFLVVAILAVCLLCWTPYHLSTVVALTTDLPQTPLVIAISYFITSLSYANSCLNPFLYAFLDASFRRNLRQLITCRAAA
The depositor's hits bear a star; x = no result given.

no. | SMILES | V1aR counter | MEKK3 PB1 HTS | OXTR ag | MEKK2 mut-MEK5 | PHOSPHO1 inh | GalR3 antag | NALP1 yeast inh | MEKK2wt PB1 HTS | GPR7 antagonist
1 | Cc1ccc(CNC(=O)c2ccc(Cl)c(S(N)(=O)=O)c2)n1C | 0.4 | 98 | 0.9 | 1 | 28 | -13 | 7 | 99 | -11
2 | O=C(c1ccco1)N1CCC(n2nnc3ccccc32)CC1 | -0.5 | 100 | 0.7 | -2 | -3 | -4 | 23 | 95 | -7
3 | O=C(O)CNC(=O)/C(=C/c1cccc([N+](=O)[O-])c1)NC(=O)c1ccco1 | 0.2 | 102 | 1.3 | 15 | 1 | -6 | 33 | 111 | -10
4 | Clc1cccc(N=NN2CCOCC2)c1Cl | 1.4 | 102 | -2.0 | 15 | 12 | 0 | -5 | 99 | -18
5 | CNC(=O)N1CCC(C(=O)c2c(C)c(C)c(C)c(C)c2C)CC1 | 1.0 | 101 | 0.5 | 7 | 32 | -6 | 1 | 102 | -16
6 | C[N+](C)(C)CCOC(=O)C1(c2ccccc2)CCCC1 | 0.8 | 102 | -0.1 | 2 | 57 | 0 | 2 | 104 | -7
7 | COc1cccc(NC(=O)CN(C)C(=O)c2c(-c3ccccc3)noc2C)c1 | 3.3 | 101 | -0.4 | 4 | 37 | -4 | 7 | 104 | 1
8 | CCN1CCN(CCCN(Cc2cccs2)C(=S)Nc2ccccc2C)CC1 | 0.6 | 109 | 0.1 | 7 | 13 | -1 | 13 | 105 | -8
9 | CCn1c(SCC(=O)N(C)CC(=O)Nc2ccc(F)c(F)c2F)nnc1-c1ccco1 | 0.2 | 100 | -0.6 | 4 | 48 | 10 | -6 | 99 | -9
10 | COc1ccc(N(CC(=O)N/N=C/c2ccco2)S(=O)(=O)c2ccccc2)cc1Cl | -0.8 | 93 | -0.1 | -6 | 3 | 6 | 4 | 91 | -13
11 | Cc1ccc(Sc2c(O)c3ccccc3n(C)c2=O)cc1 | x | 99 | x | -2 | -1 | -6 | 41 | 97 | 11
12 | CSc1ccccc1OCc1cc(C(=O)N2C[C@H]3CC[C@H]2C3)no1 | -0.5 | 103 | -1.2 | 13 | 43 | -1 | 2 | 106 | 0
13 | C#CCOCCOCCOCCNc1nc(N2CCN(C(=O)[C@H](CCC(=O)O)n3cc(C(N)CC(C)C)nn3)CC2)nc(N2CCN(C(=O)[C@H](Cc3cc4ccccc4[nH]3)n3cc(C(N)[C@H](C)CC)nn3)CC2)n1 (some centres not stated) | 0.5 | 100 | 0.9 | 3 | 26 | x | -6 | 109 | -14
14 | CCC(=O)c1cc2c(cc1NC(=O)c1cccs1)OCCO2 | -0.1 | 96 | -1.6 | -2 | 1 | 1 | 16 | 94 | 4
15 | CCN1CCN(C(=S)Nc2cccc(Cl)c2)CC1 | 1.6 | 100 | -0.6 | -7 | 4 | -1 | -7 | 99 | -6
16 | Cc1cccc2cc(CN(Cc3ccco3)C(=O)c3cccs3)c(=O)[nH]c12 | 2.8 | 96 | 1.2 | -8 | -14 | -5 | 15 | 87 | -1
17 | C=C(C)CSc1nnc2n(C)c(=O)c3c4c(sc3n12)CCC4 | -0.4 | 92 | -2.4 | -6 | -7 | 0 | 8 | 96 | 1
18 | COc1ccc(-c2ccc3nnc(SCC(N)=O)n3n2)cc1 | -1.1 | 104 | -0.9 | -2 | -5 | -4 | 1 | 99 | -1
19 | CCc1cc(S(N)(=O)=O)cc(CC)c1NC(C)=O | 0.7 | 97 | -0.2 | 1 | -10 | -8 | 5 | 101 | -2
20 | O=C(Nc1nnc(SCc2ccc(F)cc2)s1)c1cccnc1Cl | 1.4 | 107 | 0.5 | -2 | 24 | -2 | -13 | 101 | -12
21 | CCC(C)C(=O)Nc1ccccc1N1CCN(c2ccc(F)cc2)CC1 (configuration not stated) | -0.1 | 101 | -1.7 | 3 | 30 | -5 | 8 | 101 | 11
22 | O=C(N1CCOCC1)N(Cc1ccccc1)c1ccccn1 | -0.3 | 101 | 0.8 | -1 | -10 | -4 | -4 | 100 | 13
23 | COc1cc(NC(=O)c2ccccc2NS(=O)(=O)c2ccc(Cl)s2)cc(OC)c1 | 9.3 | 102 | 12 | -1 | 6 | -1 | 31 | 94 | 27*
24 | COc1cc(CC2C(=O)Nc3ccccc32)cc(C)c1O (configuration not stated) | 1.0 | 87 | 0.3 | -6 | 27 | -4 | 19 | 95 | -21
25 | COc1ccc(NC(=O)c2ccco2)cc1NC(=O)c1ccco1 | -0.9 | 105 | -1.4 | -2 | -14 | -7 | -29 | 109 | -1
26 | O=C1CSc2nc3ccccc3n21 | 0.8 | 93 | 0.3 | 1 | 14 | -5 | -1 | 97 | 1
27 | CCC(C)(C)NC(=O)C(c1ccccn1)N(C(=O)c1csnn1)c1ccc(C)c(C)c1 (configuration not stated) | -0.2 | 98 | -0.7 | -5 | -3 | -3 | -8 | 90 | -3
28 | Cc1cc(C(=O)COC(=O)CCc2nc3ccccc3s2)c(C)n1C | 1.4 | 76 | -0.7 | -10 | 4 | 2 | 31 | 79 | -4
29 | O=C1NC(c2cccc([N+](=O)[O-])c2)Oc2ccccc21 (configuration not stated) | 0.7 | 104 | 0.4 | 4 | -14 | -2 | 7 | 108 | -13
30 | Cc1oc(C(C)(C)C)c(CN2CCOCC2)c1C(=O)O | 0.2 | 100 | 0.3 | -1 | 47 | -1 | -4 | 99 | -7
31 | O=C(c1ccc(Oc2ccc(C(F)(F)F)cn2)cc1)N1CCN(c2ccccc2)CC1 | 2.7 | 100 | 1.3 | -6 | 48 | -7 | 10 | 96 | -13
32 | CCn1c(=O)c(C(=O)NCCc2ccc(OC)c(OC)c2)c(O)c2ccccc21 | 0.5 | 106 | -1.5 | 5 | 37 | -7 | 10 | 105 | -21
33 | CCN(CC)S(=O)(=O)c1ccc2[nH]cc(C(=O)NCCCN3CCCCC3C)c(=O)c2c1 (configuration not stated) | 0.0 | 99 | 0.3 | -1 | 6 | -2 | 5 | 106 | -5
34 | CCC(=O)c1ccc(OCC(O)Cn2cnc3ccccc32)cc1 (configuration not stated) | 5.7 | 96 | 3.3 | -1 | 20 | -1 | -10 | 97 | -12
35 | CCOc1ccc(C(=O)Nc2sc3c(c2C(=O)OC)CC(C)(C)NC3(C)C)cc1 | 1.7 | 105 | 1.8 | 34 | 16 | -3 | 19 | 152* | 9
36 | COc1ccc(NC(=O)C2=C(C)Nc3ncnn3C2c2ccccc2C(F)(F)F)c(OC)c1 (configuration not stated) | -0.1 | 84 | 1.3 | -6 | 15 | -1 | x | 92 | 1
37 | CCCCN(C(=O)CCCc1nc2ccccc2c(=O)[nH]1)c1c(N)n(CCCC)c(=O)[nH]c1=O | 1.0 | 101 | 0.2 | 2 | 3 | -3 | 11 | 104 | -3
38 | Cc1sc2nc3c4ccccc4c(NCc4ccco4)nn3c(=O)c2c1C | -1.2 | 89 | -0.4 | -17 | 24 | -8 | -4 | 83 | 7
39 | Cc1c(Cl)c(=O)oc2cc(OC(C)C)ccc12 | 0.9 | 99 | -1.7 | 3 | 14 | -2 | 31 | 101 | -3
40 | COCCNC(=O)CSc1n[nH]c(=O)n1CCc1ccccc1 | 0.9 | 100 | -0.2 | 0 | 28 | -10 | 14 | 102 | 26

5 compounds drawn at random from the list so far:
no. | SMILES | V1aR counter | MEKK3 PB1 HTS | OXTR ag | MEKK2 mut-MEK5 | PHOSPHO1 inh | GalR3 antag | NALP1 yeast inh | MEKK2wt PB1 HTS | GPR7 antagonist
39 | Cc1c(Cl)c(=O)oc2cc(OC(C)C)ccc12 | 0.9 | 99 | -1.7 | 3 | 14 | -2 | 31 | 101 | -3
12 | CSc1ccccc1OCc1cc(C(=O)N2C[C@H]3CC[C@H]2C3)no1 | -0.5 | 103 | -1.2 | 13 | 43 | -1 | 2 | 106 | 0
17 | C=C(C)CSc1nnc2n(C)c(=O)c3c4c(sc3n12)CCC4 | -0.4 | 92 | -2.4 | -6 | -7 | 0 | 8 | 96 | 1
33 | CCN(CC)S(=O)(=O)c1ccc2[nH]cc(C(=O)NCCCN3CCCCC3C)c(=O)c2c1 (configuration not stated) | 0.0 | 99 | 0.3 | -1 | 6 | -2 | 5 | 106 | -5
18 | COc1ccc(-c2ccc3nnc(SCC(N)=O)n3n2)cc1 | -1.1 | 104 | -0.9 | -2 | -5 | -4 | 1 | 99 | -1

Next section.
no. | SMILES | V1aR counter | MEKK3 PB1 HTS | OXTR ag | MEKK2 mut-MEK5 | PHOSPHO1 inh | GalR3 antag | NALP1 yeast inh | MEKK2wt PB1 HTS | GPR7 antagonist
41 | O=S(=O)(c1ccc(Cl)cc1)N1CCC2(CC1)OCCO2 | 0.4 | 106 | -0.3 | 3 | 31 | -4 | 17 | 106 | 10
42 | O=C1CN(C(=O)c2ccccc2C(=O)O)c2ccccc2N1 | 0.2 | 109 | 0.3 | 14 | x | -10 | -15 | 112 | -14
43 | Cn1nnc2cc(C(=O)Nc3ccccc3)ccc21 | 0.3 | 98 | 0.3 | -12 | -16 | -4 | 2 | 95 | 0
44 | Cc1ccc(CS(=O)(=O)CCC(=O)NCc2cccs2)cc1 | -0.4 | 102 | -1.7 | 3 | -5 | 8 | -2 | 103 | -9
45 | CC(Sc1nnc(-c2ccc(C(C)(C)C)cc2)n1C)C(N)=O (configuration not stated) | 0.9 | 102 | 1.0 | 5 | 26 | -5 | -5 | 103 | -8
46 | CCN1CCN(CC2COc3ccccc3O2)CC1 (configuration not stated) | 0.8 | 104 | -0.1 | 3 | 20 | -12 | 14 | 110 | -9
47 | CCC(C)[C@H]1COCCS(=O)(=O)N1Cc1ccccc1F (some centres not stated) | -0.7 | 103 | -1.9 | -5 | -36 | -7 | 21 | 107 | 5
48 | Cc1ccccc1NC(=S)N(CCN1CCCCC1)Cc1ccco1 | 0.8 | 97 | 2.7 | -2 | 20 | -2 | 10 | 98 | -7
49 | COc1ccccc1NC(=S)N(CCN1CCCCCC1)Cc1cccs1 | 0.1 | 105 | -1.7 | 4 | -8 | -2 | 2 | 113 | -6
50 | O=C(CN1CCOCC1)N1c2ccccc2Sc2ccccc21 | 2.3 | 103 | 1.6 | 6 | 47 | -9 | -2 | 105 | -8
